ELG1 genotox: induces genotoxicity in HEK293T cells with luciferase-tagged ELG1. HEK293T ELG1-luciferase reporter, luminescence, 16 h. Potency, µM (series often up to 46 µM), for inactives: top-dose activity change, positive = activation, actives largely listed as activators. 330,000 compounds, 1.3% hits. AID 504466; note: % of control where 0% means no effect; nearly all actives have a fitted effect of over 60% in size
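After overnight (16 hr) compound treatment at 37 °C, ELG1-luciferase HEK293T cells were lysed with ONE-Glo; luminescence quantified 30 min later at room temperature.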
Gal4-VP16 FLuc: Gal4-VP16 reporter inhibition counter-screen | 310,000 compounds, 3.5% hits | Drosophila S2 Gal4-VP16 UAS-luciferase, luminescence, 20 h | Potency, µM (top dose mostly 53.6 µM), for inactives: at the top dose activity, negative = inhibition, most hits filed as inhibitors | AID 2546;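 note: Gal4-VP16 expression switched on by copper sulfate through the metallothionein promoter; % is set by controls: 0 for no effect and ±100 for the full control effect; nearly all actives have a fitted effect of over 50% in size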
MLL CXXC-DNA inh: blocks binding of human MLL CXXC domain to DNA | 290,000 compounds, 0.037% hits | MLL-CXXC / FITC-HOXA9 DNA fluorescence polarization | Q03164 | Potency, µM (titrated, usually from 115 µM), for inactives: top-dose activity change, negative = inhibition, actives largely listed as inhibitors; active = well fitted inhibition curve with a large enough effect in the polarisation, with a control signal flat, not every such curve was filed as active; inconclusive = small, poorly fitted or top-dose-only effect, or effect the other way, or a change in a side signal; inactive = no such curve, though single readings can be large or run the other way; the % refers to the polarisation
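Fluorescence polarization: 7 uM MLL-CXXC (stock) preincubated 5 min with compounds, then 50 nM fluorescein-HOX-A9 DNA (stock) added; 30 min ambient. Buffer 50 mM Tris-HCl pH 7.5, 50 mM NaCl, 1 mM DTT, 0.05% BSA.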
uPA surface inh: blocks generation of uPA at the cell surface | cell surface uPA generation assay, qHTS | Potency, µM (series often up to 38.3 µM), inactives show at the top dose activity change, negative = inhibition, usual class: inhibitors | 330,000 compounds, 0.31% hits; active = well fitted inhibition curve with a large enough effect; inconclusive = small, poorly fitted or top-dose-only effect; inactive = no such curve, though single readings can be large or run the other way; tested in mouse RAW 264.7 cells; note: % is set by controls: 0 for no effect and ±100 for the full control effect; nearly all actives have a fitted effect of over 55% in size
RORgamma inh: blocks mouse ROR gamma transcriptional activity. 310,000 compounds, 5.4% hits. P51450. Drosophila S2 Gal4-RORgamma UAS-luciferase reporter, 20 h. Potency, µM (doses to about 53.6 µM), without a hit: at the highest dose activity change, negative = inhibition, most hits filed as inhibitors; note: % is set by controls: 0 for no effect and ±100 for the full control effect; nearly all actives have a fitted effect of over 60% in size
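Drosophila S2 cells stably expressing Gal4-DBD/mouse RORγ fusion under metallothionein promoter plus UAS-luciferase; compound 1 h, then 700 uM CuSO4 induction for 20 h at ambient temperature; inhibition read as reduced luminescence.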
BRCA1 expr act: increases BRCA1 expression | 380,000 compounds, 1.1% hits | AID 624202 | Potency, µM (highest dose often 46.1 µM), inactives show at the highest dose activation, hits mostly activators | MCF7-BRCA1-FFLuc reporter, luminescence, 48 h; response scale: scaled: vehicle 0%, 10 µM genistein 100%; note: nearly all actives have a fitted effect of over 80% in size; some results filed as inactive show a strong effect at the top dose
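Reporter cells (MCF7, BRCA1 promoter-firefly luciferase) received library compounds across a concentration series for 48 h. End-point luminescence was measured and concentration-effect curves derived after normalization.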
Rab9 prom act: activates the Rab9 promoter | Huh7 Rab9 promoter-luciferase reporter, luminescence, 24 h | Potency, µM (doses to about 9.22 µM), inactives show top-dose activation, negative = inhibition, usual class: activators | AID 485297 | 320,000 compounds, 2.8% hits; note: % of control where 0% means no effect; nearly all actives have a fitted effect of over 60% in size
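Luminescence from Amplite-detected luciferase (10 minutes, ambient) reports Rab9 promoter activation. Before that, stable Rab9-luciferase Huh7 cells (1500/well, reduced-serum OP-MEM I plus 10% FBS) were exposed to compound for 24 hours at 37C.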
MBNL1 CUG block: MBNL1-poly(CUG) RNA binding inhibition. 280,000 compounds, 0.036% hits. Potency, µM (titrated, usually from 57.5 µM), for the others: at the highest dose activity change, negative = inhibition, most hits filed as inhibitors. AID 2675. Q9NR56. TR-FRET MBNL1-His/biotin-(CUG)12 binding, 665/545 ratio; active = well fitted inhibition curve with a large enough effect in the signal ratio, with a control signal flat, not every such curve was filed as active; inconclusive = small, poorly fitted or top-dose-only effect, or effect the other way, or a change in a side signal; inactive = no such curve, though single readings can be large or run the other way; the % refers to the signal ratio; note: % is set by controls: 0 for no effect and ±100 for the full control effect
Target sequence (Q9NR56 whole entry, looked up): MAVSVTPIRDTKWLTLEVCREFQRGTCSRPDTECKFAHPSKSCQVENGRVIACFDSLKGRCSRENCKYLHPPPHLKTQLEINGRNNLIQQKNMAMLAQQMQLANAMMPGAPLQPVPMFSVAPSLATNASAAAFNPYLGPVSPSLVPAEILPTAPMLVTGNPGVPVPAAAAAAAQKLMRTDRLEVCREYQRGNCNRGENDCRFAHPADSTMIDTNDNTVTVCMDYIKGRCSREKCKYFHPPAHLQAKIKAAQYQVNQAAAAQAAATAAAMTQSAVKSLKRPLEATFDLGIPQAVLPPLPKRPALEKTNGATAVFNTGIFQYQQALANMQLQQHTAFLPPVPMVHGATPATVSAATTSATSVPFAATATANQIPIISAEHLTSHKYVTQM
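TR-FRET readout: Ex 340 nm, 665/545 nm emission ratio, normalized to buffer-only (basal) and MBNL1-(CUG)12 controls. Complex of MBNL1-His with Biotin-(CUG)12, compounds 92 nM–58 uM, incubated 60 min at room temperature.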
FLuc counter: inhibits or activates purified firefly luciferase, miR-21 counter-screen. Potency, µM (doses to about 57.5 µM), for inactives: top-dose activity change, negative = inhibition, most hits filed as inhibitors. 360,000 compounds, 6.9% hits. P08659. purified FLuc, Km substrates, luminescence inhibition;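 note: plate controls were vehicle for no effect and reference inhibitor for full effect; nearly all actives have a fitted effect of over 55% in size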
Target sequence (P08659 whole entry, looked up): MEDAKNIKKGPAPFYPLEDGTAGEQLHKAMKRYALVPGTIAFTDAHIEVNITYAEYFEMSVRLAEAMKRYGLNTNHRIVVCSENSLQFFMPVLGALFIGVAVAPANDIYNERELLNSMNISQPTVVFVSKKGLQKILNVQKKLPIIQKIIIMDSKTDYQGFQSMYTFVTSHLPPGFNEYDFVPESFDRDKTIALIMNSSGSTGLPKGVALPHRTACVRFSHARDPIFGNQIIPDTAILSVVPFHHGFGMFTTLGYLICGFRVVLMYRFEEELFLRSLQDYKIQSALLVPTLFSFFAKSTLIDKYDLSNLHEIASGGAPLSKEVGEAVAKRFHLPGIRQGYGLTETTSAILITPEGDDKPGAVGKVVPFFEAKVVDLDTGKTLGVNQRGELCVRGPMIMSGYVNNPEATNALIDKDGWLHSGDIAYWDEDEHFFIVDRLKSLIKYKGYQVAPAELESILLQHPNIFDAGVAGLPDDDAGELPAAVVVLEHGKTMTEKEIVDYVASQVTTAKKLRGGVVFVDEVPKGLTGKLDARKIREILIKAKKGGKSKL
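Purified P. pyralis luciferase (10nM final) with 10uM D-luciferin and 10uM ATP (Km levels) in 50mM Tris acetate pH 7.5, 10mM Mg acetate, 0.01% Tween-20, 0.05% BSA; qHTS 6-point titration, ~60 µM downward; luminescence read.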
NPC1 prom act: activates the NPC1 promoter; Huh7 NPC1 promoter luciferase reporter, 24 h; Potency, µM (series often up to 9.22 µM), for inactives: top-dose activation, actives largely listed as activators; 320,000 compounds, 2.4% hits;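 note: % of control where 0% means no effect; nearly all actives have a fitted effect of over 60% in size; reporter is driven by a mutant NPC1 promoter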
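In 1536-well qHTS, Huh7 cells harboring an NPC1 promoter–luciferase construct received compound for 24 h; activation was quantified by luminescence following luciferase reagent addition.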
p53 reactivation: mutant p53 re-activation in reporter cells; 320,000 compounds, 0.063% hits; H1299 p53-A138V BP100-luciferase reporter, luminescence, 24 h; Potency, µM (highest dose often 92.2 µM), for inactives: at the top dose activity change, positive = activation, usual class: activators; note: % of control where 0% means no effect; nearly all actives have a fitted effect of over 45% in size
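H1299 (p53-null), stable ts p53-A138V + BP100-Luc; 1000 cells/well, Opti-MEM/10% FBS; cpd 4 pt, 1:5; 24 h, 37 deg C, 5% CO2; detection reagent 10 min RT; luminescence.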
* = called active by the depositor; ? = inconclusive; · = not tested or not shown; & = joins results of further samples; [ ] = another dose, or the depositor's remark. Unless noted, calls come from the whole dose curve; as a rule, active = well fitted curve in the direction sought with a large enough effect; inconclusive = small, poorly fitted or top-dose-only effect, or another doubt; inactive = no such curve, though single readings can be large; an effect the other way counts as inactive or inconclusive. Potency is the fitted concentration of half-maximal effect. This is a subset; rates above refer to the full screens.

SMILES	ELG1 genotox	Gal4-VP16 FLuc	MLL CXXC-DNA inh	uPA surface inh	RORgamma inh	BRCA1 expr act	Rab9 prom act	MBNL1 CUG block	FLuc counter	NPC1 prom act	p53 reactivation
CC(C)=CCCC(C)CN1CCC(O)CC1 (configuration not stated)	·	2%	6%	·	-21%	3%	·	3%	3%	·	·
COc1cc(C(C)=O)ccc1OCC(=O)Nc1ccc2nc(C)sc2c1	3%	·	·	8%	·	-6%	-2%	·	·	1%	-3%
O=C(NCCc1ccccc1)c1ccccc1NS(=O)(=O)N1CCCC1	?	-9%	-5%	-8%	8%	48%	27%	1%	?	22%	?
Cc1ccc(CNC(=O)c2ccc(F)c(S(=O)(=O)N3CCOCC3)c2)cc1	-2%	·	·	-6%	·	-27%	1%	·	0%	3%	6%
Cc1ccc(C(=O)Nc2cccc(C(=O)O)c2)cc1	?	18µM*	-2%	-9%	5µM*	?	?	5%	0.15µM*	?	-10%
CNC(=O)c1ccc(-c2ccc(OC)cc2)s1	?	-13%	1%	-7%	-2%	-26%	12%	?	6.7µM*	1.3µM*	?
Cc1ccc(-c2csc(Cc3nc(-c4cc5ccccc5oc4=O)cs3)n2)cc1	-3%	-27%	0%	5%	38%	-59%	-20%	8%	1%	-16%	4%
COc1ccc(CCn2c(C)cc(C(=O)CSc3nnnn3-c3ccccc3)c2C)cc1OC	10%	?	-2%	6%	2%	-3%	3%	-4%	-2%	-2%	-6%
O=C(NCc1ccccc1)c1ccc(S(=O)(=O)Nc2cccc(C(F)(F)F)c2)cc1	-8%	?	-5%	0%	?	-7%	-1%	-17%	-3%	-3%	1%
Cc1cccc(C)c1NC(=O)CSc1nnc(-c2ccco2)n1N	1%	-8%	6%	2%	30%	12%[1.84 µM]	1%	-3%	0%	-2%	-9%
CCOC(=O)c1ccc(CN(Cc2ccc(C)cc2)S(=O)(=O)c2cccc([N+](=O)[O-])c2)cc1	9%	?	5%	0%	-29%	14%	-8%	-8%	1%	-1%	-1%
O=C(Nc1cccc(S(=O)(=O)Nc2ccc(Cl)cc2)c1)c1ccccn1	-6%	·	·	-12%	·	-27%	-8%	·	-4%	-8%	15%
CCC(=O)NC1(C(F)(F)F)C(=O)Nc2c1c(=O)[nH]c(=O)n2CC(C)C (configuration not stated)	0%	-2%	6%	-3%	-1%	3%	-3%	10%	-1%	-6%	3%
Cc1ccc(NC(=O)CSC(C)c2nc3ccccc3c(=O)[nH]2)cc1 (configuration not stated)	-2%	3%	?	-1%	-26%	22%	4%	-7%	-7%	-1%	2%
N#CC1=C(N)Oc2nc(-c3ccccc3)[nH]c2C1c1cccnc1 (configuration not stated)	4%	10%	3%	1%	-7%	-23%	-4%	4%	3%	5%	50%
Cc1ccc(-c2cc(C(=O)NC3=NCCS3)c3ccccc3n2)cc1C	11%	11µM*	20%	-4%	10µM*	10%	7%	-4%	0.85µM*	1%	?
CCCC(CCC)C(=O)Nc1cccc(-c2cn3c(n2)SCC3)c1	-4%	-7%	13%	-3%	-9%	-8%	2%	0%	0%	-8%	-8%
CN(C)CCOC(=O)C1(c2ccccc2)CCOCC1	1%&-1%	0%&-5%	-9%&2%	12%&5%	-15%&-1%	-6%&0%	-3%&3%	3%&-30%	-1%&4%	2%&-4%	-9%&-9%
Cc1ccc(-c2csc3nc(C)n(N)c(=O)c23)o1	16µM*	17%	2%	·	?	15%	?	12%	?	?	24%
COc1cc(/C=N/NS(=O)(=O)c2ccc(C)c([N+](=O)[O-])c2)ccc1O	14%	5%	1%	2%	-5%	-14%	-1%	?	?	-2%	4%
O=C(O)CC(NC(=O)c1ccco1)c1ccco1 (configuration not stated)	0%	10%	7%	3%	-8%	-12%	3%	-3%	0%	-1%	12%
COc1cc2nc(CN(C)Cc3ccc(F)cc3)[nH]c(=O)c2cc1OC	-9%	0%	7%	-85%	6%	-10%	-5%	-6%	-2%	-4%	3%
O=C(NCC(c1cccnc1)N1CCOCC1)c1ccco1 (configuration not stated)	·	-16%	1%	4%	3%	4%	·	2%	-1%	·	·
Cc1cc(C(=O)C(=O)NC(C)C)c(C)n1-c1ccc([N+](=O)[O-])cc1	3%	-5%	2%	·	10%	12%	0%	2%	7%	1%	0%
CC(=O)c1cccc(NC(=O)CCCN(C)S(=O)(=O)c2ccc(F)cc2)c1	-13%	0%	1%	-5%	9%	9%	2%	-14%	5%	-1%	-4%
CC(C)NC(=O)CSc1nc2ccccc2n1CC(=O)N(C(C)C)C(C)C	23%	15%[10 µM]	2%	-3%	?	-10%	-7%	-3%	4%	1%	-1%
Cc1ccccc1NC(=O)CSc1nnc2ccc(-c3ccncc3)nn12	-20%	·	·	4%	·	15%	-2%	·	1%	3%	-6%
CCOC(=O)Cc1csc(SC(C)C(=O)Nc2ccc(NC(C)=O)cc2)n1 (configuration not stated)	0%	4%	5%	2%	19%	12%	1%	?	8%	0%	-3%
O=C(CCc1ccncc1)NC1CCCc2c1cnn2-c1ccc(F)cc1F (configuration not stated)	2%	?	30%	-6%	-1%	-26%	-32%[inhibitor]	0%	6%	-11%	-7%
O=C(CSc1cc(Cl)ccc1Cl)NCCCn1ccnc1	-8%	7%	-4%	0%	-8%	-19%	-1%	-2%	0%	0%	-4%
C=CCn1c(SCC(=C)C)nc2c1c(=O)[nH]c(=O)n2C	7%	9%	-3%	-24%	14%	-16%	0%	6%	0%	-3%	-4%
O=C(c1cccc(C(F)(F)F)c1)C1CCCN(C(=O)CCCN2CCCC2=O)C1 (configuration not stated)	-4%	-4%	6%	3%	39%	5%	-4%	-8%	-1%	-7%	0%
CC(=O)Nc1ccc(S(=O)(=O)N2CCC(C(=O)NC3CCCC3)CC2)cc1	0%[9.26 µM]	4%	-5%	1%	-1%	4%	0%	0%	2%	-1%	-5%
CCOc1ccc(N(Cc2cc3ccc(C)cc3[nH]c2=O)S(C)(=O)=O)cc1	-3%	5%	-5%	·	0%	-1%	-5%	17%	4%	0%	-2%
O=C(COc1cccc2cccnc12)N/N=C1\SCC(=O)N1Cc1ccccc1	1%	-6%	-4%	0%	0%	-14%	-1%	10%	-3%	-2%	-5%
Cc1ccc(C2=NC(C)(C)NC2=O)cc1	10%	0%	-14%	2%	-10%	4%	0%	-4%	1%	-2%	4%
Cc1ccc(NC(=O)Cn2cc3c(n2)CCC(C)C3)cc1 (configuration not stated)	-4%	-6%	0%	0%	-11%	18%	6%	?	1%	-1%	2%
CSc1nc2nccc(-c3ccc4c(c3)OCO4)n2n1	12%	3%	-2%	-6%	-1%	0%	0%	?	-6%	-2%	1%
O=C(Nc1ccc(SC(F)F)cc1)C1=COCCO1	2.6µM*	-22%	136%[activator]	?	?	9%	1µM*	-2%	4.8µM*	1.3µM*	?
Cc1c(OCC(=O)NCc2ccccn2)ccc2c(-c3ccccc3)cc(=O)oc12	1%	1%	-3%	4%	-2%	2%	0%	33%[activator]	1%	6%	·

Arranged by count of non-hydrogen atoms (smallest number first): some entries from above.
SMILES	ELG1 genotox	Gal4-VP16 FLuc	MLL CXXC-DNA inh	uPA surface inh	RORgamma inh	BRCA1 expr act	Rab9 prom act	MBNL1 CUG block	FLuc counter	NPC1 prom act	p53 reactivation
O=C(Nc1ccc(SC(F)F)cc1)C1=COCCO1	2.6µM*	-22%	136%[activator]	?	?	9%	1µM*	-2%	4.8µM*	1.3µM*	?
C=CCn1c(SCC(=C)C)nc2c1c(=O)[nH]c(=O)n2C	7%	9%	-3%	-24%	14%	-16%	0%	6%	0%	-3%	-4%
CC(=O)Nc1ccc(S(=O)(=O)N2CCC(C(=O)NC3CCCC3)CC2)cc1	0%[9.26 µM]	4%	-5%	1%	-1%	4%	0%	0%	2%	-1%	-5%
O=C(COc1cccc2cccnc12)N/N=C1\SCC(=O)N1Cc1ccccc1	1%	-6%	-4%	0%	0%	-14%	-1%	10%	-3%	-2%	-5%
Cc1c(OCC(=O)NCc2ccccn2)ccc2c(-c3ccccc3)cc(=O)oc12	1%	1%	-3%	4%	-2%	2%	0%	33%[activator]	1%	6%	·

Source: PubChem BioAssay (National Center for Advancing Translational Sciences (NCATS))
